# IDE inh: inhibitors of human insulin-degrading enzyme in cells; P14735; inhibition, % at 5.59 µM; HEK cells, FAbetaB cleavage, fluorescence polarization; hit rate 0.41% among 320,000;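 active = percent inhibition above the average of all tested compounds plus 3 SD, set per screening campaign, cut at about 16% in these data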;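 also: IDE supplied by intact live HEK cells; FP after avidin binding of uncleaved biotin substrate so inhibition keeps polarization high; 0% = DMSO wells and 100% = 60 µM reference IDE inhibitor Ii1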
# Target sequence (P14735 whole entry, looked up): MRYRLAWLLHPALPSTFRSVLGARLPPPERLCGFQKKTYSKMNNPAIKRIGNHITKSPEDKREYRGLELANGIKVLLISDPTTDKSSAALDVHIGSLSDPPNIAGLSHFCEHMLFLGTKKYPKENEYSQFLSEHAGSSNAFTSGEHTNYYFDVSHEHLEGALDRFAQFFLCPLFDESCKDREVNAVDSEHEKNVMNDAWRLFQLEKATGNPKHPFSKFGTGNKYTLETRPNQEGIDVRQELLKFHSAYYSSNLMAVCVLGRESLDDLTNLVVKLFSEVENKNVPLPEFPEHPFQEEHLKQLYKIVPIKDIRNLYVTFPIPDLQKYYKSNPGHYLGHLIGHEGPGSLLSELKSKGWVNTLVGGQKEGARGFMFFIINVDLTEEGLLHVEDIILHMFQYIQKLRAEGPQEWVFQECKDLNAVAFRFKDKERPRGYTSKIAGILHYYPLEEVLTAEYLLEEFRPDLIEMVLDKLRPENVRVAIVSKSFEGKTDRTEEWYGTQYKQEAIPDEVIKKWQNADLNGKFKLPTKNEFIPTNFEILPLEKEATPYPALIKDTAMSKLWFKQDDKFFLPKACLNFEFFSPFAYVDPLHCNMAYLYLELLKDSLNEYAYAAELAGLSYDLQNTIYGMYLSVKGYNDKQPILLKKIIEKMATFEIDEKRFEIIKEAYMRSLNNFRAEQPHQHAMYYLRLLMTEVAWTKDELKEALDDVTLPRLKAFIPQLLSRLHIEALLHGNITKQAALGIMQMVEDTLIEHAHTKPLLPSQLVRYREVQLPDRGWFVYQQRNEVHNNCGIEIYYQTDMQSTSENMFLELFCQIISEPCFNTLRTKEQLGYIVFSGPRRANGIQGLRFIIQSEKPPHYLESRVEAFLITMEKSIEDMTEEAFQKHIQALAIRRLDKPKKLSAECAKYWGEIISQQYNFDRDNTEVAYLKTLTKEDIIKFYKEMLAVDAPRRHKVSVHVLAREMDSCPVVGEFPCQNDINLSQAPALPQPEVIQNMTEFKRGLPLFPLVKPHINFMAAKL
# IDE cell activ: activators of human insulin-degrading enzyme in cells; P14735; HEK cells, FAbeta-B cleavage, fluorescence polarization; 0% vehicle, 100% cell-free pure enzyme wells; activation, % at 5.96 µM; hit rate 0.073% among 340,000; AID 493087;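 active = activation above the mean of all tested compounds plus 3 SD, set per screening campaign, cut at about 17% in these data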
# The depositor's hits bear a star; & = joins results of further samples. Not all compounds are listed, so the mix of outcomes need not match the whole.
# Every second line gives: IDE cell activ | IDE inh
> C[C@H](CO)N1C[C@H](C)[C@@H](CN(C)C(=O)Nc2ccc3c(c2)OCO3)Oc2c(NS(=O)(=O)c3cn(C)cn3)cccc2C1=O
→ -1 | -2
> COc1ccc(CCNC(=O)c2ccc(Cl)c(S(=O)(=O)N3CCCC3)c2)cc1
→ 0 | -5
> CC(=O)Nc1ccc(NC(=O)CCc2nc3sc4c(c3c(=O)[nH]2)CCCC4)cc1
→ -7 | -2
> CCN(CC(=O)Nc1c(F)cccc1F)C(=O)c1ccc2c(c1)OCO2
→ 3 | 1
> CCn1nc(C(=O)Nc2cccc(S(=O)(=O)N3CCCC3)c2)c2ccccc2c1=O
→ -1 | -4
> COc1ccc(C2=NOC(C)(c3nnc(-c4ccc(Cl)cc4)o3)C2)cc1 (stereo unspecified)
→ -6 | -6
> Cc1noc(C)c1S(=O)(=O)Nc1ccc2c(c1)C(=O)N([C@H](C)CO)C[C@@H](C)[C@@H](CN(C)Cc1ccc3c(c1)OCO3)O2
→ 2 | 2
> Cc1ccc(S(=O)(=O)NCC(=O)NCC(=O)NCCc2ccccc2F)cc1C
→ 3 | -3
> O=C(CNc1cccc(S(=O)(=O)N2CCOCC2)c1)Nc1cccc(Br)c1
→ -1 | 6
> CCC1(c2ccc(F)cc2)NC(=O)N(CC(=O)c2cc(C)n(C3CC3)c2C)C1=O (stereo unspecified)
→ 0 | -1
> CC(Sc1nnc2n1CCCCC2)C(=O)Nc1ccccc1[N+](=O)[O-] (stereo unspecified)
→ -3 | 1
> CN1CCC[C@H]1c1cccnc1
→ -2&3 | -2&-1
> CC(C)C(NC(=O)Cc1ccccc1)C(=O)N1CCN(c2cccc(Cl)c2)CC1 (stereo unspecified)
→ -1 | 0
> Cc1ccc(-c2cc(C(=O)NCCCN3CCOCC3)c3ccccc3n2)cc1
→ 6 | 6
> O=C1c2ccc(-c3ccc(F)cc3OCc3ccccc3)cc2S(=O)(=O)c2cccc(C(=O)N3CCCC3)c21
→ -1 | -4
> O=C(CC1SC(N2CCCC2)=NC1=O)Nc1ccc(C(=O)N2CCCC(C(F)(F)F)C2)cc1 (stereo unspecified)
→ 6 | 10
> COc1ccc(Cl)cc1NS(=O)(=O)c1cccc(C(=O)NCC(c2ccco2)N2CCCC2)c1 (stereo unspecified)
→ 8 | -16
> COc1ccc(C(=O)OCC(=O)N(C)C2CCS(=O)(=O)C2)cc1S(=O)(=O)N(C)Cc1ccccc1 (stereo unspecified)
→ -2 | 1
> CN1CCN(S(=O)(=O)c2cccc(C(=O)Nc3ccccc3N3CCCCC3)c2)CC1
→ 3 | 1
> O=C(COC(=O)c1cccnc1Cl)NCc1ccc(F)cc1
→ 0 | 2
> COc1ccc(CC(=O)OCC(=O)Nc2ccc(OC(F)F)cc2)cc1OC
→ 4 | 3
> O=C1CCCC/C=C\C[C@H](CC(=O)N(CCO)Cc2ccccc2)C(=O)N[C@@H](Cc2ccccc2)CO1
→ 1 | 3
> CCc1ccc(N2CC(C(=O)OCc3nc4ccsc4c(=O)[nH]3)CC2=O)cc1 (stereo unspecified)
→ 1 | 11
> CCOC(=O)N1CCN(C(=O)CSc2nc3nc(C)cc(C)n3n2)CC1
→ -1 | 4
> COc1cccc(-c2ncc3ccccc3c2COC(=O)c2cccc(Br)c2)c1
→ -6 | -1
> CCOc1ccc(S(=O)(=O)Nc2cccc(C(=O)NCC(c3ccco3)N(C)C)c2)cc1 (stereo unspecified)
→ 3 | 0
> O=C(O)c1ccccc1C(=O)N(c1ccccc1)c1ccccc1
→ 2 | 0
> Cc1ccc(C)c(NC(=O)COC(=O)c2nc(Cl)ccc2Cl)c1
→ 0 | 2
> OC(c1cc(C(F)(F)F)nc2c(C(F)(F)F)cccc12)C1CCCCN1 (stereo unspecified)
→ 9 | -3
> COc1ccc(C(=O)Nc2ccc(NC(C)=O)cc2)cc1S(=O)(=O)N(C)Cc1ccccc1
→ 2 | 0
> CCCN(C(=O)c1ccc(OCC(C)C)cc1)c1c(N)n(Cc2ccccc2)c(=O)[nH]c1=O
→ 5 | 1
> COc1ccc(CN(C)CC(=O)NC(=O)Nc2ccccc2F)cc1
→ -5 | 6
> Cc1ccc(C)c(OCC(=O)NCC(c2ccco2)N2CCCCC2)c1 (stereo unspecified)
→ 3 | 4
> O=C(NCCN1CCCCC1)c1cccc2c1C(=O)c1ccc(N3CCCC3)cc1S2(=O)=O
→ -4 | 7
> CC(C)C[C@@]12C(=O)N(c3cccc(Cl)c3)C(=O)N1[C@H](c1ccc(Cl)cc1)[C@@H]1C(=O)N(C3CCCCC3)C(=O)[C@@H]12
→ 2 | 2
> CC(C)C(NC(=O)c1ccc(F)cc1)C(=O)N1CCC1 (stereo unspecified)
→ -3 | -2
> COc1cc(CCCN2C(=O)C(=O)NC[C@@H]2CC2CCCCC2)cc(OC)c1OC
→ 4 | -2
> CCNCC(=O)Nc1c(C)cccc1C
→ 2 | 1
> CN(C)CCCN(C(=O)c1ccc(S(=O)(=O)N2CCCC2)cc1)c1nc2c(F)cc(F)cc2s1
→ 5 | 1
> CN(C(=O)COC(=O)c1cncc(Br)c1)C1CCCCC1
→ 6 | 6
> C=CCNc1nc(C(=O)OCC(=O)N(Cc2ccccc2)C(C)C)cs1
→ -1 | 7
> CC(NC(=O)c1ccc(S(=O)(=O)Nc2ccccc2Cl)cc1)c1ccncc1 (stereo unspecified)
→ 5 | 4
> COc1ccc(SCCN2CC[C@@H](NC(=O)OCc3ccccc3)CCC2=O)cc1
→ -2 | 2
> COc1ccccc1/C=C/C(=O)OCC(=O)NC1CCCCCC1
→ 2 | -5
> CC1(c2ccccc2)NC(=O)N(CC(=O)N2CCN(S(=O)(=O)c3cccs3)CC2)C1=O (stereo unspecified)
→ 0 | 2
> C/C(=C\C(=O)c1ccc(Br)cc1)NNC(=O)c1ccccc1
→ 2 | 1
> Cc1ccc(CCN2C(Nc3ccccc3)=NC[C@@H]2C)cc1
→ 3 | 4
> CCN(CC)c1cccc(OCC(=O)N2c3ccccc3CC2C)c1 (stereo unspecified)
→ -3 | -5
> Cc1cccc([N+](=O)[O-])c1NC(=O)COC(=O)C1CC2CCCC(C1)C2=O (stereo unspecified)
→ 1 | -1
> CCCCN1C(=O)C(=O)N(CC(=O)Nc2cc(Cl)ccc2OC)C1=O
→ 12 | -5

# (further entries)
# Every second line gives: IDE cell activ | IDE inh
> CCOc1ccc(NC(=O)C2CC(=O)N(CCc3ccc(OC)c(OC)c3)C2)cc1OCC (stereo unspecified)
→ 0 | -8
> CCc1ccc([C@@H]2CC=C(C(=O)O)[C@H](c3ccc(Br)cc3)N2S(=O)(=O)c2ccc(C)cc2)cc1
→ 0 | -1
> O=C(CNC(=O)c1ccc(Br)o1)OCc1ccc(Br)cc1
→ -4 | 2
> O=C(COc1ccc(Cl)cc1Cl)Nc1ccccc1F
→ 1 | -1
> Cc1cc(Cl)ccc1C1=CC(=O)C[C@H](c2ccc(F)cc2)C1
→ -6 | 3
> NS(=O)(=O)c1ccc(NC(=O)COC(=O)C2CC2)cc1
→ 1 | 2
> O=C(Nc1nnc(-c2cc(Cl)ccc2Cl)o1)C1=COCCO1
→ 0 | -1
> O=C(COC(=O)Cc1ccccc1F)NC(=O)NC1CCCC1
→ 2 | -2
> Cc1sc2ncnc(N3CCC(C(=O)Nc4nc(-c5cccs5)cs4)CC3)c2c1C
→ 1 | 4
> CCOC(=O)[C@H]1[C@H]2COc3ccc(Cl)cc3[C@@H]2N2C(=O)CN(Cc3ccc(OC)cc3)C(=O)[C@@]12C
→ 0 | 0
> COc1ccc(C2(C)NC(=O)N(CC(=O)Nc3ccc4c(c3)CCC4)C2=O)cc1OC (stereo unspecified)
→ 0 | -3
> COc1cccc(C(=O)OC(C)C(=O)Nc2ccc3c(c2)OCO3)c1 (stereo unspecified)
→ 2 | 1
> CCC(C(=O)OCc1csc(CC(=O)Nc2ccccc2C)n1)c1ccccc1 (stereo unspecified)
→ 2 | -5
> CC(=O)Nc1ccc(NC(=O)C(C)OC(=O)CC23CC4CC(CC(Br)(C4)C2)C3)cc1 (stereo unspecified)
→ -6 | 5
> COc1cccc(NC(=O)COC(=O)C2=NN(c3ccccc3)C(=O)CC2)c1
→ 4 | 4
> O=S(=O)(c1ccccc1)N1CCc2ccccc21
→ 0 | -3
> O=S(=O)(NCC(c1ccc2c(c1)OCO2)N1CCOCC1)c1ccccc1 (stereo unspecified)
→ 0 | 2
> O=C(COc1ccccc1[N+](=O)[O-])N1CCN(c2ccccn2)CC1
→ 4 | -2
> CCN(CC)c1ccc(C(=O)NNC(=O)c2cccn2C)cc1
→ 3 | 4
> O=C(OCCOc1cccc(Cl)c1)c1cc(S(=O)(=O)N2CCCCC2)ccc1N1CCOCC1
→ 4 | 3

# Continued; it opens with the 5 that closed the last part.
# Every second line gives: IDE cell activ | IDE inh
> O=S(=O)(c1ccccc1)N1CCc2ccccc21
→ 0 | -3
> O=S(=O)(NCC(c1ccc2c(c1)OCO2)N1CCOCC1)c1ccccc1 (stereo unspecified)
→ 0 | 2
> O=C(COc1ccccc1[N+](=O)[O-])N1CCN(c2ccccn2)CC1
→ 4 | -2
> CCN(CC)c1ccc(C(=O)NNC(=O)c2cccn2C)cc1
→ 3 | 4
> O=C(OCCOc1cccc(Cl)c1)c1cc(S(=O)(=O)N2CCCCC2)ccc1N1CCOCC1
→ 4 | 3
> CCOc1ncccc1C(=O)Nc1cc(S(=O)(=O)N2CCCCC2)ccc1Cl
→ 4 | -5
> O=C(COC(=O)/C=C/c1ccccc1)Nc1cccnc1Cl
→ 5 | 2
> Nc1nccnc1C(=O)OCC(=O)c1ccc[nH]1
→ 0 | 4
> O=C(COC(=O)c1c[nH]c2ccccc12)Nc1ccccc1
→ 2 | 3
> NC(=O)c1ccsc1NC(=O)COC(=O)CNC(=O)c1ccc(Cl)cc1
→ -1 | 0
> O=C(NCCS(=O)(=O)NCc1ccccc1Cl)c1ccc2c(c1)OCO2
→ 4 | 2
> COC(=O)c1cc(C(=O)OCC(=O)NC(=O)NCc2ccccc2)cc([N+](=O)[O-])c1
→ 4 | 3
> CCC(CO)Oc1cc(NCc2cccc(C(F)(F)F)c2)c2ncn(C(C)C)c2c1 (stereo unspecified)
→ -2 | 3
> CCc1nnc(NC(=O)CN2C(=O)N(C)C3(CCCCC3)C2=O)s1
→ 2 | 2
> CC1CN(S(=O)(=O)c2ccc(C(=O)N(C)C3CCCCC3)cc2)CC(C)O1 (stereo unspecified)
→ 6 | 4
> CN1CCN(CC(=O)Nc2cccc(S(=O)(=O)N(C)c3ccccc3)c2)CC1
→ -2 | 3
> O=C(COC(=O)[C@@H]1CCCN1C(=O)c1cccs1)Nc1cccc(Cl)c1
→ 0 | 1
> O=C(CCNC(=O)c1ccc([N+](=O)[O-])cc1)NCCC1=CCCCC1
→ 4 | 1
> CCc1ccc(O)c(CNCCNCc2cc(CC)ccc2O)c1
→ 1 | -3
> Cn1c2ccsc2c2ncn(Cc3ccc(F)cc3)c(=O)c21
→ 2 | -3
> CCCCn1c(N)c(N(CCC(C)C)C(=O)c2ccc(COc3ccccc3)o2)c(=O)[nH]c1=O
→ 3 | -6
> CCN1CCc2nc(N)oc2CC1
→ 3 | 5
> CC1CN(S(=O)(=O)c2ccc(C(=O)N3CCc4ccccc43)cc2)CC(C)O1 (stereo unspecified)
→ 3 | 0
> Cc1ccc(S(=O)(=O)N2[C@@H](c3cccc(Cl)c3)C(C(=O)O)=CC[C@H]2c2ccc3c(c2)OCO3)cc1
→ -1 | -4
> C[C@H](CO)N1C[C@H](C)[C@@H](CN(C)S(C)(=O)=O)Oc2ccc(N(C)C)cc2C1=O
→ -3 | 8
> Cc1ccc(NC(=O)NC(=O)COc2ccccc2C(N)=O)c(C)c1
→ 0 | -2
> C[C@H]1COC(=O)[C@@H](NC(=O)OCC2c3ccccc3-c3ccccc32)C/C=C\C[C@H](CC(=O)NCCO)C(=O)N1
→ -1 | 0
> O=C(NC1=NCCS1)c1ccc(F)c(S(=O)(=O)N2CCOCC2)c1
→ -3 | -4
> O=C(OCC(=O)N1CCN(C(=O)c2ccco2)CC1)c1ccc(Cl)cc1
→ 1 | 10
> CCCCN(C(=O)CSCc1c(C)noc1C)c1c(N)n(CCCC)c(=O)[nH]c1=O
→ -3 | 5
> CCN1CCN(S(=O)(=O)c2ccc(Cl)c(C(=O)N(C)Cc3cccc(Cl)c3Cl)c2)CC1
→ 2 | 0
> O=C(Cc1c(Cl)cccc1Cl)OCC(=O)N1CCOCC1
→ 2 | 6
> O=C(COc1ccc(F)cc1Cl)Nc1nc(-c2ccccn2)cs1
→ 4 | -4
> COc1ccc(C#Cc2c(-c3ccc(OC)cc3)oc3ccc(-c4ccc(OC)cc4)cc23)cc1
→ -4 | -5
> COC(C/C=C/[C@@H](O)[C@@H](C)OCc1ccccc1)OC
→ 2 | 5
> CCOc1ccc(OCCC(=O)N(CC)CC(=O)NCc2cccs2)cc1
→ 8 | -4
> CCC(=O)Nc1cccc(-c2nnc(-c3ccccc3)o2)c1
→ 1 | 4
> COc1ccc(C2CC(c3ccccc3)=NN2C(=O)CSc2nnnn2-c2cccc(C)c2)cc1 (stereo unspecified)
→ 8 | 6
> COc1ccccc1CCNC(=O)c1cccc(S(=O)(=O)N2CCc3ccccc3C2)c1
→ 4 | -5
> O=C(CCc1ccccc1)Nc1ccc(S(=O)(=O)NC2=NCCCCC2)cc1
→ 2 | 3
> CN(Cc1ccc(C(F)(F)F)cc1)C(=O)C1CC(=O)N(Cc2ccco2)C1 (stereo unspecified)
→ 2 | 2
> O=C(OCC(=O)N1CCCCC1)c1cc(=O)[nH]c2ccccc12
→ 3 | 4
> CCC(C)CCN1C(N(C)C)=NC[C@@H]1CC(C)C (stereo partly specified)
→ 6 | 11
> Cc1ccc(S(=O)(=O)N2CCC(C(=O)OCC(=O)NC3(C#N)CCCCC3)CC2)cc1C
→ 3 | -5
> COc1ccc(/C=C/C(=O)OCC(=O)NCc2ccccc2Cl)cc1OC
→ -3 | -4
> CCN1CCN(c2ccc(Cl)cc2NC(=O)c2ccco2)CC1
→ 5 | 0
> CCN1CCN(S(=O)(=O)c2ccc(Cl)c(C(=O)NCc3nc4ccccc4[nH]3)c2)CC1
→ 2 | 5
